Screens (PubChem BioAssay)
TAG inh: inhibitors of triacylglycerol accumulation, primary screen, cell-based, uHTS, fluorescence, H9c2 | H9c2 cells, Nile Red lipid (TAG) fluorescence; cells loaded with 200 µM oleic acid | inhibition, % at 12.5 µM | actives 0.66% (n = 230,000);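 active = pattern-corrected inhibition of lipid staining of at least 50% with the nuclear-stain viability signal not falling by more than 50%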;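 note: 0% = DMSO wells and 100% = triacsin C control wells; some results filed as inactive read as strong as hits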
TAG inh DAPI viability: second read-out of TAG inh, no call of its own (marks repeat the call); DAPI nuclei signal change (viability), lower = more cytotoxic, %;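 whole-well DAPI fluorescence read on a plate reader as a viability signal; minus 50 percent equals half of cells still viable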
* marks the source's active call; other numbers are inactive results.

Structure	TAG inh	TAG inh DAPI viability
CC(C(O)C12CC3CC(CC(C3)C1)C2)N1CCCCC1 (configuration not stated)	1	2
Nn1c(SCC(=O)Nc2nnc(-c3ccccc3)o2)nnc1C1CC1	11	4
O=C(O)COn1c(-c2ccc(Cl)cc2)nc2ccc(Cl)cc21	18	-4
O=C(Nc1ccc(S(=O)(=O)NC2=NCCCCC2)cc1)c1ccco1	-3	-6
CCOC(=O)N1CCN(C(=S)NC(=O)c2cncc(Br)c2)CC1	-13	-6
COCCC(=O)N(Cc1ccc2c(c1)OCO2)C(C(=O)NC1CCCCC1)c1ccncc1 (configuration not stated)	-1	11
O=[N+]([O-])c1cccc(-c2ccc(SCc3ccccn3)nn2)c1	-10	6
CC1(C(=O)Nc2cccnc2)Cc2c(-c3cccc(C(F)(F)F)c3)ccnc2O1 (configuration not stated)	4	-9
COc1cccc(OCCn2c(C)c(/C=N/n3cnnc3)c3ccccc32)c1	13	8
CCCC(=O)Nc1ccc2nc(SCC(=O)N3CCCC3)sc2c1	-2	2
CC(C)(CC(=O)O)CC(=O)NCc1c(Cl)cccc1Sc1ccc(Cl)cc1	-1	0
CCN(C(=O)COC(=O)CNC(=O)c1ccc(Cl)cc1Cl)c1c(N)n(Cc2ccccc2)c(=O)[nH]c1=O	9	0
NC(=S)Nc1c(Cl)cccc1Cl	-5	-3
CCc1nc2c(OCC(=O)c3ccc(Cl)cc3Cl)cccn2c1N(C)C(=O)COc1ccccc1	23	1
Fc1ccc(-c2cc(C(F)(F)F)nc(-n3cc(Cl)cn3)n2)cc1	9	-14
O=C(c1ccc(-c2ccccc2Cl)o1)N1CCCC(C(F)(F)F)C1 (configuration not stated)	-16	2
O=C(CCNC(=O)c1ccco1)Nc1nc(-c2ccccc2)cs1	18	-10
CC(Oc1ccc(Cl)cc1)c1ccnn1S(=O)(=O)c1ccc(Cl)cc1 (configuration not stated)	-33	6
CCCOc1ccc(C(=O)NC(=S)NCc2cccnc2)cc1	-20	6
O=C(NCCC1=CCCCC1)C1CCC(CNc2c(N3CCCC3)c(=O)c2=O)CC1 (configuration not stated)	8	-6
O=C(NC1CCS(=O)(=O)C1)c1cccc(S(=O)(=O)N2CCCCC2)c1 (configuration not stated)	13	7
COc1ccc(NC(=O)N(CCc2ccccc2)Cc2cc3c(C)cc(C)cc3[nH]c2=O)cc1	7	0
O=S1(=O)CCN(CCCc2ccccc2)CC1	5	1
CCOc1ccc(S(=O)(=O)Nc2nccs2)cc1	2	1
CCCc1c(C)c2cc(C)ccc2[nH]c1=O	8	4

(list continues)
Structure	TAG inh	TAG inh DAPI viability
Cc1ccc(NC(=O)C(=O)NCC2OCCc3ccccc32)cc1 (configuration not stated)	-5	7
COC(=O)C(CC(C)C)N1CCC(=O)c2ccccc2S1(=O)=O (configuration not stated)	22	-6
CCc1ccc2[nH]c(=O)c(CN(CCCN3CCOCC3)C(=O)Nc3ccc(Cl)cc3)cc2c1	9	15
Cc1ccc(NCc2cccc(B(O)O)c2)cc1	14	-15
CC1(C)Cc2c(cnn2-c2ccccc2)-c2c1c1ccccc1n2CC(O)CBr (configuration not stated)	-8	16
Cc1ccccc1N(CC(=O)NC1CCCC1)C(=O)c1csnn1	-6	-5
CCOC(=O)c1ccc(NC2Nc3cc(C)nn3S2)cc1 (configuration not stated)	-14	1
CC1(C)Cc2ccccc2C(=NC(Cc2c[nH]c3ccccc23)C(=O)O)N1 (configuration not stated)	-4	11
CC(C)CCNC(=O)c1onc(CSc2nc3ccccc3[nH]2)c1C(=O)NCCC(C)C	17	-7
Cc1cccc(NC(=O)C(C)Sc2nnc(-c3cccnc3)o2)c1 (configuration not stated)	2	-1
O=c1c2nccnc2[nH]c(=S)n1Cc1ccccc1	-1	-8
COc1nccnc1NS(=O)(=O)c1ccc(NS(=O)(=O)c2ccc(NC(C)=O)cc2)cc1	7	0
CC(C)(C)C(=O)NC(CC(=O)O)c1ccccc1 (configuration not stated)	-6	-1
NNC(=O)c1ccncc1	-6	-5
Cc1cc(C)c(/C=C(\C#N)S(=O)(=O)c2ccccc2)[nH]1	-19	0
O=C(NCCSc1ncc(-c2ccc(F)cc2)[nH]1)c1ccco1	-17	0
COc1ccc(C2=CC(c3ccco3)n3ncnc3N2)cc1 (configuration not stated)	-4	134
COC(=O)C1(C)NC(c2ccc(O)cc2)C2C(=O)N(c3ccc4c(c3)OCCO4)C(=O)C21 (configuration not stated)	1	3
COC(=O)C1C(=O)CC(C)(O)C(C(=O)OC)C1c1ccccc1F (configuration not stated)	4	-6
Cc1ccc(S(=O)(=O)Cn2nnnc2CN2CCN(Cc3ccc4c(c3)OCO4)CC2)cc1	10	-10
Cc1ccc(NS(=O)(=O)c2cccc(C(=O)NCCCn3ccnc3)c2)cc1	-14	6
COc1ccc(C(=O)NCCN2C(=O)S/C(=C\c3cccnc3)C2=O)cc1[N+](=O)[O-]	-10	3
CC1(C)Cc2nc3sc(C(=O)NCCCO)c(N)c3cc2CS1	-4	9
COc1ccc(-c2noc(CCCC(=O)Nc3cccnc3)n2)cc1OC	3	-1
CCOC(=O)C1(Cc2ccccc2Cl)CCN(S(C)(=O)=O)CC1	6	-22

Entries of single compounds, looked up by structure. Order of values: TAG inh, TAG inh DAPI viability
Profile of `CCOC(=O)c1ccc(NC2Nc3cc(C)nn3S2)cc1` (configuration not stated) : -14, 1
Profile of `COC(=O)C1(C)NC(c2ccc(O)cc2)C2C(=O)N(c3ccc4c(c3)OCCO4)C(=O)C21` (configuration not stated) : 1, 3
Profile of `COC(=O)C1C(=O)CC(C)(O)C(C(=O)OC)C1c1ccccc1F` (configuration not stated) : 4, -6
Profile of `COc1nccnc1NS(=O)(=O)c1ccc(NS(=O)(=O)c2ccc(NC(C)=O)cc2)cc1` : 7, 0

(listing goes on)
Structure	TAG inh	TAG inh DAPI viability
O=C(NCc1ccccn1)c1cc2ccccc2oc1=O	2	-2
N#Cc1cccc(S(=O)(=O)NCC(=O)OCC(=O)NCc2ccccc2)c1	-4	-9
CC(C)(C)C(=O)Nc1cc(C(F)(F)F)ccc1N1CCOCC1	-4	-7
Cc1ccc(S(=O)(=O)N(C)C)cc1NC(=O)c1n[nH]c(=O)c2ccccc12	0	0
O=C(COC(=O)CCc1c[nH]c2ccccc12)NC1CCS(=O)(=O)C1 (configuration not stated)	-1	-1
CC(=O)Nc1cccc(C(=O)OCC(=O)c2ccc3c(c2)OCO3)c1	-3	2
NC(=S)C1COc2ccccc2O1 (configuration not stated)	0	0
COc1cc(/C=N/NC(=O)c2ccoc2C)ccc1OCCN1CCCCC1	13	-2
CCOCC(=O)OCC(=O)Nc1cc(OC)c([N+](=O)[O-])cc1C	-3	6
CC(C)(C)[C@H]1COC(=O)CCCC/C=C\C[C@H](CC(=O)N(CCO)Cc2ccccc2)C(=O)N1	2	-2
O=S(=O)(Nc1cccc(S(=O)(=O)N2CCCCCC2)c1)c1ccc(F)cc1F	-12	2
CC(CCN1CCC(CN2C(=O)C(=O)NC[C@@H]2Cc2ccccc2)CC1)c1ccccc1 (some centres not stated)	3	-3
COc1ccc(N(C)S(=O)(=O)c2cccc(C(=O)OCC(=O)c3c(N)n(C)c(=O)n(C)c3=O)c2)cc1	-1	2
COCCNc1nc2ccccc2nc1NS(=O)(=O)c1ccc(C)cc1C	4	3
COc1ccccc1NC(=O)C(C)Nc1ccc(C)c(Cl)c1 (configuration not stated)	-1	0
O=C(c1ccc(Cl)cc1)N1CCN(S(=O)(=O)/C=C/c2ccccc2)CC1	-7	3
COc1ccc(CCNC(=O)COC(=O)c2ccccn2)cc1	-6	6
COc1ccccc1C(=O)N/N=C(\C)c1cccnc1	8	-4
COc1ccc(CC(=O)Nc2cccc(-c3ccc4nnc(C)n4n3)c2)cc1	11	4
CCOC(=O)N1CCN(C(=O)C2CC(c3ccc(F)cc3)=NO2)CC1 (configuration not stated)	3	-4
Cc1ccc(NC(=S)N2CCN(CCN3C(=O)c4cccc5cccc(c45)C3=O)CC2)cc1	35	-6
CCOc1ccc(N2C(=O)CN(C)C2=S)cc1	6	1
Cc1ccc2c(c1)C(=O)OC1(O)C3C4C=CC(C4)C3C(=O)N21 (configuration not stated)	-5	-3
CN(C)/C=C/C(=O)c1cnc2n(c1=O)CCS2	12	-11
O=C1CCC/C=C\C[C@@H](CC(=O)N(CCO)Cc2ccccc2)C(=O)N2CCC[C@H]2CO1	9	-3

Six structures already listed, ordered by length of the SMILES, descending:
Structure	TAG inh	TAG inh DAPI viability
CCN(C(=O)COC(=O)CNC(=O)c1ccc(Cl)cc1Cl)c1c(N)n(Cc2ccccc2)c(=O)[nH]c1=O	9	0
O=S(=O)(Nc1cccc(S(=O)(=O)N2CCCCCC2)c1)c1ccc(F)cc1F	-12	2
O=C(Nc1ccc(S(=O)(=O)NC2=NCCCCC2)cc1)c1ccco1	-3	-6
CCOC(=O)C1(Cc2ccccc2Cl)CCN(S(C)(=O)=O)CC1	6	-22
COc1ccccc1C(=O)N/N=C(\C)c1cccnc1	8	-4
O=C(NCc1ccccn1)c1cc2ccccc2oc1=O	2	-2

New compounds follow
Structure	TAG inh	TAG inh DAPI viability
CC(=O)N1CCCc2cc(S(=O)(=O)Nc3ccc4c(c3)OCO4)ccc21	-11	-6
O=C(NC1CCCC1)C1CCCN1C(=O)Nc1ccccc1Cl (configuration not stated)	-19	9
Cc1cc(NCc2ccc(F)cc2Cl)n2nnnc2n1	6	-1
Cn1c(=O)c2ncn(CC(=O)N/N=C/c3ccco3)c2n(C)c1=O	5	-3
Cc1cccc2cc3c(nc12)SC(=NCC1CCCO1)N(Cc1ccco1)C3 (configuration not stated)	3	4
COc1ccc(NC(=O)c2cccc(F)c2)cc1Cl	6	-1
Cc1ccc(Cl)cc1NC(C#N)c1ccccc1 (configuration not stated)	6	-7
CCOc1ccc(CC(=O)N2CCN=C2SCc2ccc([N+](=O)[O-])cc2)cc1	-28	-3
Cc1ccc(C)c(C(C)NC(=S)NCc2ccc(F)cc2)c1 (configuration not stated)	-17	-1
COc1ccc(OC)c(NC(=O)C2CCCN2C(=O)OCc2ccccc2)c1 (configuration not stated)	-15	4
c1ccc2c(c1)c1ccccc1n1c(-c3ccc4c(c3)OCO4)nnc21	-9	-16
CCNc1nc(NC(C)C)nc(SCCOc2ccc(C)cc2)n1	-50	-2
NS(=O)(=O)c1ccc(CNC(=O)c2csc3c2CCCC3)cc1	-5	0
O=C1C2CCCN2C(c2ccco2)N1c1ccc(F)cc1 (configuration not stated)	-13	-2
CN1CCN(CC2(O)CCN(S(=O)(=O)c3ccc(Cl)cc3)CC2)CC1	-14	-4
CC(=O)c1cn(C)c(=O)c2ccccc12	3	-3
CC1(C)OC(=O)C(=CNC(CCC(N)=O)C(=O)O)C(=O)O1 (configuration not stated)	9	-8
CC1(C(=O)NCC2CCCCC2)CCN1CCc1ccccc1 (configuration not stated)	2	-4
Cc1cc(C)cc(N(CC(=O)NC2CCC(C)CC2)S(=O)(=O)c2c(C)[nH]c(=O)[nH]c2=O)c1 (configuration not stated)	-3	4
COc1ccc(NC(=O)c2cnc3ccccn3c2=O)c(OC)c1	-11	6
COc1nc(NCC(C)C)nc(Oc2ccc(=O)n(-c3ccccc3)n2)n1	3	3
Cc1nn(CC(=O)Nc2ccc(C(=O)N3CCCC3)cc2)c(=O)c2ccccc12	23	-4
O=C(NCc1cccnc1)c1cc(C(=O)NCc2cccnc2)cc([N+](=O)[O-])c1	1	-4
Cc1cccc(NC(=S)NNC(=O)c2cccc([N+](=O)[O-])c2)c1	-7	11
Cc1cc2cc(CNC(=O)c3ccc(Br)o3)ccc2[nH]1	38	-22

The list continues:
Structure	TAG inh	TAG inh DAPI viability
COc1ccc(CCNC2CCC(c3ccccc3)CC2)cc1 (configuration not stated)	1	8
COc1ccc(C(=O)CN2C(=O)NC3(CCCCCC3)C2=O)c(OC)c1	16	5
Cc1nnc(NC(=O)c2ccc3nccnc3c2)s1	-3	-1
Cc1ccc(NC(=O)C(=Cc2ccc(C(=O)O)cc2)C(=O)Nc2ccc(C)cc2C)c(C)c1	56*	-22*
Cn1c(=O)n(C)c2cc(S(=O)(=O)Nc3cc(Cl)ccc3O)ccc21	-2	-3
CCOC(=O)c1c(C)[nH]c(C(=O)CN2CCN(CC)CC2)c1C	-39	4
COc1cccc(NC(=O)C2(C)CCN2C(C)C)c1OC (configuration not stated)	-8	10
COc1ccc(N2CCN(c3nc4ccc(C)cn4c(=O)c3C=O)CC2)cc1	3	-10
CCOC(=O)C1(CCc2ccccc2)CCN(C(=O)C2CCCO2)CC1 (configuration not stated)	6	-2
Cc1cc(C)n2c(SCc3ccc(Cl)cc3Cl)nnc2n1	0	8
O=C(O)c1ccccc1C=NNc1ccccn1	5	0

At a glance, 2 of the compounds above:
Structure	TAG inh	TAG inh DAPI viability
Cn1c(=O)n(C)c2cc(S(=O)(=O)Nc3cc(Cl)ccc3O)ccc21	-2	-3
CCOC(=O)c1c(C)[nH]c(C(=O)CN2CCN(CC)CC2)c1C	-39	4

Not all compounds are listed; the hit share may differ from the screen's.
